Rev-erbA mod: modulates human Rev-erb alpha binding to DNA; P20393; Rev-erbα–FITC-DNA binding, fluorescence polarization, 90 min; activity, % at 10 µM; 370,000 tested, 0.79% active;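 active = activity above about 14%, limit read from the data; passing the limit was not always enough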;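 also: 0% = DMSO wells with 35 nM protein and 100% = DMSO wells with 750 nM protein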
Target sequence (P20393 whole entry, looked up): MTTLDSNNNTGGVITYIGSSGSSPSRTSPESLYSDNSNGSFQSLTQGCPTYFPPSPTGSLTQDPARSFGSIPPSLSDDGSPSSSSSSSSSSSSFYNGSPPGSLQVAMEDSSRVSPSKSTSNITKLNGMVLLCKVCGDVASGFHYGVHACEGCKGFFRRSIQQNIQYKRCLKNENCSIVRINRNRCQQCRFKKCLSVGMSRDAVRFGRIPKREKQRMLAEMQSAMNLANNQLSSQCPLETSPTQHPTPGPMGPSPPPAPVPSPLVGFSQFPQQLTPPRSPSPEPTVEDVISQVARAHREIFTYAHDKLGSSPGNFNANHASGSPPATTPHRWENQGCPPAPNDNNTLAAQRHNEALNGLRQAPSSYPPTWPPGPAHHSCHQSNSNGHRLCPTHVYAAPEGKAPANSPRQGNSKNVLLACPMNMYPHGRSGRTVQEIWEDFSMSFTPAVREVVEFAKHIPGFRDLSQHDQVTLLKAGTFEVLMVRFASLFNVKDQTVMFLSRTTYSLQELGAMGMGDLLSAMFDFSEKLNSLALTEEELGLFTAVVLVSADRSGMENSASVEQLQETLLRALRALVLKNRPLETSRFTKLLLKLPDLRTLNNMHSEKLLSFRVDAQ
UHRF1 binding: human UHRF1 methylated DNA binding inhibitors. Q96T88. UHRF1 binding to methylated oligo, TR-FRET. inhibition, % at 4.4 µM. 370,000 tested, 0.75% active. AID 687016; in the data active = inhibition above about 21%;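 also: UHRF1 SRA domain binding a hemimethylated CpG hairpin DNA probe; 0% = median of test compound wells and 100% = reference inhibitor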
PLCg1 inh: inhibitors of human phospholipase C gamma1; P19174; purified PLC-gamma1, fluorogenic substrate, fluorescence; inhibition, % at 12.2 µM; 370,000 tested, 0.84% active; in the data active = inhibition above about 9.5%
DDE Tn6 FP inh: DD(E)-Tn6 binding inhibition, primary FP screen; 370,000 tested, 0.21% active; Fibrin DD(E) TRITC-Tn6 fluorescence polarization displacement; inhibition, % at 8.3 µM; P02675;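 active = inhibition above a per-campaign cutoff: mean of compounds within control limits plus 3 SD, cut at about 15% in these data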;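 also: 0% = median of all compound wells on the plate and 100% = blocking peptide control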
ARFGAP1 inhibitor: inhibitors of rat ARFGAP1; Q62848; Arfgap1-stimulated ARF1 GTP hydrolysis, GDP FP detection; inhibition, % at 16.5 µM; 360,000 tested, 0.26% active; AID 651572;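 active = inhibition above a per-plate limit, mean inhibition of low control wells plus 3 SD, cut at about 25% in these data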;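 also: 0% = DMSO wells with enzyme and 100% = wells lacking Arfgap1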
Target sequence (Q62848 1-136 limits assumed): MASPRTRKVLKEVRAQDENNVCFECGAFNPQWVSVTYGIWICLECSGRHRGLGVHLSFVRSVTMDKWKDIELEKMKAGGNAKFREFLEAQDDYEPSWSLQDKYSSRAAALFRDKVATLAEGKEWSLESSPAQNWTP
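system = rat Arfgap1 catalytic domain, aa 1-136 | technique = FP, GDP Alexa 633 tracer displaced from anti-GDP antibody, 620/688 nm | compound = one concentration, 16.5 µM, DMSO 1.26% | medium = HEPES-based buffer, pH 7.5 | timing = compound-enzyme preincubation 20 min, reaction 120 min, detection 60 min, 25 °C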
sPLA2-III inh: Inhibits HGIII-sPLA2 liposome hydrolysis, primary screen; Q9NZ20; QFRET BODIPY PC-A2 liposome hydrolysis, fluorescence; inhibition, % at 12.2 µM; 370,000 tested, 0.56% active; AID 743126;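 active = inhibition above mean plus 3 SD of compounds lying within the high and low control bounds, cut at about 19% in these data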;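 also: 0% = median of test compound wells and 100% = no enzyme DMSO wells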
PLC-beta3 inh: inhibitors of human phospholipase C beta3; Q01970; Purified PLC-beta3, fluorogenic substrate, fluorescence; inhibition, % at 12.2 µM; 370,000 tested, 0.18% active; in the data active = inhibition above about 11%;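 also: 0% = median of compound wells on plate and 100% = full blocker control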
KLK7 zymogen act: proKLK7 (human) activation, primary screen. P49862. purified proKLK7, EDANS-DABCYL substrate fluorescence; 100% is mature enzyme control, 0% vehicle. activation, % at 7 µM. 370,000 tested, 0.9% active. AID 652039;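 active = activation above the mean of all tested compounds plus 3 SD, computed per campaign excluding outliers beyond control limits, cut at about 13% in these data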
Target sequence (P49862 whole entry, looked up): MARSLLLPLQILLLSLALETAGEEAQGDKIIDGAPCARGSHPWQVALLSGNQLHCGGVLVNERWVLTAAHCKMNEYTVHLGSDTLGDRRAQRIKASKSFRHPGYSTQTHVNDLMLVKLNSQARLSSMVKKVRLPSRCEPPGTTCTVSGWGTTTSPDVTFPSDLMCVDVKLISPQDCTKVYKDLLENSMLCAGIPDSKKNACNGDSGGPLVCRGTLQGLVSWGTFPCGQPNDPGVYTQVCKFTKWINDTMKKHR
ASAP1 GAP inh: inhibitors of human ASAP1 ArfGAP activity; Q9ULH1; 360,000 tested, 0.19% active; AID 624377; inhibition, % at 16.5 µM; ASAP1-stimulated ARF1 GTP hydrolysis, GDP FP detection; in the data active = inhibition above about 25%;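 also: 0% = vehicle with enzyme and substrate and 100% = no enzyme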
DDE Tn7 FP inh: DD(E)-Tn7 binding inhibition, primary FP screen; P02675; FP displacement of FITC-Tn7 peptide from fibrin DD(E); 0% = median of compound wells per plate; inhibition, % at 8.3 µM; 370,000 tested, 0.13% active; AID 720508;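 active = inhibition above the mean of compounds falling within the control limits plus 3 SD of them, cut at about 14% in these data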;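 also: 0% = plate median of compound wells and 100% = 10 µM Aha-Tn7 peptide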
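Assay system: Fibrin-DD(E) protein isolated from polymerized human fibrin clots; read-out basis: percent inhibition; medium: Tris/NaCl/CaCl2 buffer, pH 7.8; signal: FP measurement; incubation: 10 min plus 3 h, room temperature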
Active calls of the source: *.

mol	KLK7 zymogen act	DDE Tn7 FP inh	DDE Tn6 FP inh	ASAP1 GAP inh	ARFGAP1 inhibitor	Rev-erbA mod	sPLA2-III inh	PLC-beta3 inh	PLCg1 inh	UHRF1 binding
Cc1ccc(C2(c3noc(CN(C)Cc4ccccn4)n3)CCCC2)cc1	0.8	-3	3	-7	-2	-2	6	-7	2	3
O=C(O)CSc1nnc(Cc2cccc3ccccc23)n1-c1cc(C(F)(F)F)cc(C(F)(F)F)c1	0.4	2	-7	-9	5	-13	-14	-4	0	-3
Cc1noc(C)c1C(=O)N1CCc2ccccc2C1	-0.8	3	-1	8	5	-2	8	3	0	7
Cc1cc(NCCCN2CCOCC2)n2nc(C)c(-c3ccc(F)cc3)c2n1	0.0	-2	-1	14	-5	1	-1	-123	-96	3
O=C(CN1C(=O)C2CCCCN2C(=O)c2ccccc21)Nc1ccc(F)cc1 (centres undefined)	0.3	-1	1	3	-10	9	0	1	-1	-1
O=C(CCCn1nnnc1CN1CCOCC1)N1CCN(c2ccccc2F)CC1	-0.2	6	-3	-15	2	-4	11	-8	-5	2
CCc1nc2c(OCc3cccc(Cl)c3)cccn2c1N(C)C(=O)c1ccco1	0.4	3	2	1	5	-3	-5	1	-1	0
CCc1cccc(CC)c1NC(=O)C(CC)Sc1nc2ccncc2[nH]1 (centres undefined)	0.4	-1	-3	-10	3	-8	4	4	0	-1
COc1ccc(-n2c(C)cc(C(=O)CN3C(=O)NC4(CCCc5sccc54)C3=O)c2C)cc1 (centres undefined)	-0.5	-2	2	13	2	-3	-4	-2	5	3
C/C(=N\N1CCN(c2ccc(Cl)cc2)CC1)c1ccco1	0.3	0	0	-5	-3	2	0	1	3	0
Cc1c(/C=N/N2C(=O)C3C4C=CC(C4)C3C2=O)c2ccccc2n1C (centres undefined)	0.1	-10	0	18	8	1	-4	2	0	-3
CCOC(=O)CCN(Cc1ccccc1)S(=O)(=O)c1csc(C(N)=O)c1	0.0	3	3	12	14	7	0	-6	-3	0
C[C@H](CO)N1C[C@H](C)[C@@H](CN(C)Cc2ccc(C(=O)O)cc2)Oc2ccc(NS(=O)(=O)c3cn(C)cn3)cc2C1=O	-1.0	0	-5	11	9	-2	7	4	2	2
CC(=O)N[C@@H](Cc1c[nH]c2ccccc12)C(=O)OCC(=O)NCc1ccc2c(c1)OCO2	-0.1	2	-2	2	3	-6	-32	-5	4	0
Nc1ccc(C(=O)Nc2ccc3nc(-c4ccncc4)[nH]c3c2)cc1	0.3	-4	-13	9	16	3	4	0	-3	-3
O=C(CN1CCN(S(=O)(=O)c2cc(Br)ccc2Br)CC1)NCc1ccccc1Cl	0.8	8	2	-7	-9	9	-22	1	2	-1
C[C@H](O)[C@@H]1C(=O)N2CCc3c([nH]c4ccccc34)[C@@H]2C[C@@H]1N(C)C(=O)c1cc(Cl)cc(Cl)c1	47*	1	2	14	3	7	-21	-219	-162	-2
Cc1ccc(C(=O)CSc2nc3ccc(C(=O)NCCN4CCCCC4)cc3c(=O)[nH]2)cc1	-1.7	2	5	2	7	-5	-10	-19	-17	3
Cc1ccc(C)c(N(C)C(=O)c2coc(=O)c3ccccc23)c1	0.4	-4	8	2	-4	-5	2	0	0	-3
CC(C)n1nc(C(=O)Nc2nnc(C3CC3)s2)c2ccccc2c1=O	0.2	-4	5	4	1	2	-3	-11	-2	-3
CNC(=S)N1CCN(c2nc3ccccc3s2)CC1	-0.3	-2	-2	9	3	-8	8	-2	5	2
COc1ccccc1NC(=O)c1csc2c1CCC(C)C2 (centres undefined)	-0.4	0	-6	-2	-4	-1	2	-1	-1	11
CCCC1(C(=O)OCC)NC(c2ccc(O)cc2)C2C(=O)N(c3ccc4c(c3)OCCO4)C(=O)C21 (centres undefined)	-0.2	3	0	8	10	-5	-13	1	1	1
Cc1ccc(-c2cc(C(=O)N/N=C/c3ccco3)[nH]n2)cc1	0.1	-3	-3	0	1	-3	-9	-2	-1	-2
Cc1onc(-c2ccccc2)c1C(=O)NCc1ccc2c(c1)OCO2	0.5	-5	5	-13	-2	1	-3	0	3	-1
NC(=O)c1ccccc1OCC(=O)N1CCc2ccccc2C1	-0.1	-3	-3	-1	15	0	5	-6	0	2
O=C(NCc1ccco1)c1ccc(-c2ccc(F)c(F)c2)c2ccoc12	0.4	1	0	14	8	0	-15	-7	-2	-2
CC(C)c1nnc(NC(=O)CCC(=O)NCc2ccc3c(c2)OCO3)s1	-0.3	5	1	8	0	-2	12	-2	-3	2
CCn1c(=O)c2cc(C(=O)NCC(OC)OC)sc2c2ccccc21	0.6	5	-4	-5	-17	-2	1	-67	-45	1
COc1ccc2oc(C(=O)N3CCN(c4ncccn4)CC3)c(C)c2c1	0.0	-4	4	10	-9	-1	-5	-16	-6	1
CN(C(=O)COc1cc(=O)n(C)c2ccccc12)c1cccc(Cl)c1	-0.2	0	2	-9	6	0	8	-4	-3	2
Cc1ccc(NS(=O)(=O)c2ccc(C(=O)N3CCCN(C)CC3)cc2)cc1	-0.2	-4	-4	-24	-12	0	-11	3	1	0
CCn1cc(C(=O)NCCC2=CCCCC2)c(=O)c2cc(S(=O)(=O)N(C)C)ccc21	-0.2	-1	4	19	-1	3	-1	-1	3	1
CCc1ccc(S(=O)(=O)NCCc2csc(-c3cccnc3)n2)s1	0.2	-2	0	-11	0	-3	-4	1	2	1
COc1ccc(CCNC(=O)c2cc3c(F)cccc3s2)cc1OC	0.2	1	2	-4	1	-8	-6	-8	-1	-1
CCc1ccc(OCC(=O)NC(=S)Nc2ccc(F)cc2)c(Br)c1	-0.4	4	8	-9	-14	5	1	-2	-4	-3
CCOC(CNC(=O)c1cc(C)nn1-c1ccccc1)OCC	-0.3	-7	-4	-4	-10	1	-1	6	-2	-2
CC(=O)Nc1cccc2cc(S(=O)(=O)O)ccc12	-0.2	14	2	2	8	4	13	1	3	6
CNC(=O)c1cc(Nc2nnc(-c3ccc(O)cc3)c3ccccc23)ccc1OC	1.9	1	1	-1	0	-6	-1	-58	-48	1
COc1ccc(Cl)cc1-c1nc(SCC(=O)NCC2CCCO2)n[nH]1 (centres undefined)	0.2	7	1	3	1	-13	2	-3	-2	-3
CCC1CCC/C1=N\NC(=O)c1ccccc1C (centres undefined)	0.6	-3	-6	-9	-5	-6	-3	7	10*	2
CN(C)CCCNC(=O)Cc1ccc(Br)cc1	0.2	6	-8	7	13	0	6	-3	-2	5
CC1CC(C)CN(S(=O)(=O)c2cc3c4c(c2)C(C)C(=O)N4CCC3)C1 (centres undefined)	-0.2	-7	2	-1	7	6	-27	-8	-3	2
CCn1c(NC(=O)c2ccco2)c(-c2ccccc2Cl)c(=O)c2ccccc21	-0.7	-3	1	11	-1	2	2	0	2	0
COCC(=O)n1nc(-c2ccccc2)nc1NCc1cccs1	-0.3	3	0	12	-13	2	-4	-1	1	-1

Of the compounds above, 2 contain a COOH group:
mol	KLK7 zymogen act	DDE Tn7 FP inh	DDE Tn6 FP inh	ASAP1 GAP inh	ARFGAP1 inhibitor	Rev-erbA mod	sPLA2-III inh	PLC-beta3 inh	PLCg1 inh	UHRF1 binding
O=C(O)CSc1nnc(Cc2cccc3ccccc23)n1-c1cc(C(F)(F)F)cc(C(F)(F)F)c1	0.4	2	-7	-9	5	-13	-14	-4	0	-3
C[C@H](CO)N1C[C@H](C)[C@@H](CN(C)Cc2ccc(C(=O)O)cc2)Oc2ccc(NS(=O)(=O)c3cn(C)cn3)cc2C1=O	-1.0	0	-5	11	9	-2	7	4	2	2

Following part:
mol	KLK7 zymogen act	DDE Tn7 FP inh	DDE Tn6 FP inh	ASAP1 GAP inh	ARFGAP1 inhibitor	Rev-erbA mod	sPLA2-III inh	PLC-beta3 inh	PLCg1 inh	UHRF1 binding
O=C(C=Cc1cccs1)c1ccccc1	-0.5	-1	6	9	-3	0	-8	1	0	-1
Cc1ccc(NC(=S)Nc2ccc3cn[nH]c3c2)c(C)c1	1.1	2	0	-7	-7	1	5	-2	-3	-7
CCOc1ccc(CN(C)C(=O)c2ccc3ccccc3n2)cc1	0.3	4	-2	0	9	-3	-4	0	-1	-1
Cc1nonc1NC(=O)CSc1nc(CCC2CCCC2)nc2ccccc12	0.9	0	4	2	10	8	-6	-2	1	1
CCC1(C)Cc2c(sc3nnn(CC(=O)Nc4ccccc4C)c(=O)c23)CO1 (centres undefined)	-0.3	-3	0	-4	2	-6	10	-2	-1	4
O=C(CCc1ccccc1)Nc1ccc(NS(=O)(=O)c2ccccc2)cc1	0.3	-7	-5	1	9	5	-20	7	1	1
O=C(COc1cccc2ccccc12)NNC(=O)c1cccs1	0.2	-4	-2	13	17	4	-4	4	3	0
Cc1ccc(C(=O)NCCc2c[nH]c3ccccc23)c(C)c1	0.0	-1	-5	-2	-14	-5	-47	0	3	1
C[C@H](CO)N1C[C@H](C)[C@@H](CN(C)S(=O)(=O)c2cccs2)Oc2c(NC(=O)Nc3ccc4c(c3)OCO4)cccc2C1=O	0.5	4	1	6	9	-2	-5	-6	-2	-1
CCOC(=O)CC(=O)CSc1nc(N)c(C#N)c(-c2ccc(Cl)cc2)c1C#N	0.1	-4	-9	2	12	14	-11	-161	-101	3
O=C(COC(=O)CNC(=O)C1CCCCC1)Nc1cccc(F)c1	-0.6	2	-2	12	-8	0	8	-3	-1	-1
COc1ccc(/C=N/N2C(C)CCCC2C)cc1O (centres undefined)	-0.1	-3	2	12	9	-2	5	8	5	2
CCOC(=O)c1cccc(NC(=O)CSc2nnc(-c3cccnc3)n2C)c1	0.1	2	2	-2	5	-2	-3	0	1	3
N/C(=N\c1nc(CSc2nnnn2-c2ccccc2)cc(=O)[nH]1)Nc1ccccc1	-0.2	0	-4	10	-1	-2	1	0	1	-3
CSC1=NC2(C)CCCCC2C12C=CC(=O)C=C2 (centres undefined)	0.3	7	-2	13	-7	1	-4	-8	0	-1
O=C(O)c1ccccc1C(=O)Nc1ccc(-c2csc(-c3ccccc3)n2)cc1	0.2	-7	-2	-10	3	-3	5	-85	-61	-4
N=c1c(C(=O)NCCN2CCOCC2)cc2c(=O)n3ccccc3nc2n1Cc1ccc(F)cc1	6.5	-7	-3	-5	14	5	4	-129	-87	0
O=C(COC(=O)c1c(Cl)cccc1Cl)Nc1cccc(S(=O)(=O)NC2=NCCCCC2)c1	-0.1	5	-2	0	-16	-5	-29	-4	6	3
CCCc1ccc(-c2csc(NC(=O)C3=COCCO3)n2)cc1	-0.9	-12	-12	-4	-8	-3	4	-16	6	2
CCOC(=O)[C@@H]1[C@H]2COc3cc(OC)ccc3[C@@H]2N2C(=O)N(c3cccc(F)c3)C(=O)[C@@]12C	-0.5	8	2	-4	-8	-2	4	1	-2	1
N#CC(c1ccccc1)C(CC(=NO)c1ccccc1)c1ccccc1 (centres undefined)	-0.3	3	1	-3	6	6	-17	0	5	2

From PubChem

Random draw from the library, and some 4.5% of all compounds hit somewhere here.
